From PubChem
FLuc inh – Firefly luciferase inhibition profiling of diverse chemical library using quantitative high-throughput screening. Luciferin 4-monooxygenase (Photinus pyralis), P08659. purified P. pyralis luciferase, luminescence, biochemical. Potency, µM (highest dose often 115 µM), inactives show at the top dose activity change, negative = inhibition, usual class: inhibitors. actives 2.5% (n = 76,000). AID 1347043, 2019; note: potency is the fitted concentration of half-maximal effect; nearly all actives have a fitted effect of over 65% in size
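Purified P. pyralis luciferase (10nM final) in 50mM Tris acetate pH 7.5, 10mM Mg acetate, 0.01% Tween-20, 0.05% BSA with 10uM D-luciferin and 10uM ATP. Compounds titrated qHTS. Luminescence imaged on CCD.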
SNCA expr inh – Primary qHTS assay for inhibitors of alpha-synuclein gene (SNCA) expression | HEK-293 SNCA-luciferase knock-in, luminescence, 24 h | Potency, µM (highest dose often 57.2 µM), for the others: at the highest dose activity change, negative = inhibition, hits mostly inhibitors | actives 0.17% (n = 140,000);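 note: potency is the fitted concentration of half-maximal effect; plate controls were DMSO cells for no effect and cell-free wells for full effect; nearly all actives have a fitted effect of over 45% in size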
NIH3T3 tox – Cytotoxic Profiling in NIH 3T3 Cell Line of Diverse Libraries Using Quantitative High-Throughput Screening; actives 4.3% (n = 94,000); AID 1345082, 2018; NIH 3T3 viability, CellTiter-Glo ATP luminescence, 48-72 h; Potency, µM (doses to about 96.7 µM), for inactives: top-dose activity change, negative = cytotoxicity, actives largely listed as inhibitors; note: potency is the fitted concentration of half-maximal effect; nearly all actives have a fitted effect of over 55% in size
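Luminescent ATP readout (CellTiter-Glo, 10 min RT) after 48 or 72 hr compound exposure of NIH 3T3 cells seeded at 400 cells/well in 1536-well format; quantitative HTS.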
HEK cytotox – Cytotoxic Profiling in HEK 293 Cell Line of Diverse Libraries Using Quantitative High-Throughput Screening; Potency, µM (highest dose often 115 µM), inactives show at the top dose activity change, negative = cytotoxicity, hits mostly inhibitors; HEK 293 viability, ATP luminescence (CellTiter-Glo), 48-72 h; AID 1345083, 2018; actives 6.6% (n = 94,000); note: potency is the fitted concentration of half-maximal effect; nearly all actives have a fitted effect of over 60% in size
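HEK 293 cells seeded at 250 cells/well were exposed to compound for 48 or 72 hr at 37 degree Celsius. Viability taken as ATP content by CellTiter-Glo luminescence.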
SNCA viab count – GF-AFC viability counterscreen for inhibitors of alpha-synuclein gene (SNCA) expression; Potency, µM (highest dose often 57.1 µM), without a hit: top-dose activity change, negative = cytotoxicity, hits mostly cytotoxic; HEK-293-SNCA-luc viability, GF-AFC fluorescence, 24 h; actives 0.12% (n = 150,000);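 note: potency is the fitted concentration of half-maximal effect; 0% = DMSO-treated cells and -100% = medium-only wells without cells; nearly all actives have a fitted effect of over 30% in size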
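Cytotoxicity counterscreen: after 24 h compound treatment of genome-edited SNCA-luciferase HEK-293 cells, live-cell protease substrate GF-AFC read by fluorescence after 30 min; activity scaled between DMSO (0%) and medium-only (-100%), curves Hill-fitted.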
GPT2 inhibitor – Primary qHTS assay for inhibitors of Glutamate pyruvate transaminase 2 (GPT2); Alanine aminotransferase 2 (Homo sapiens), Q8TD30; Recombinant GPT2, coupled pyruvate oxidase/HRP Amplex Red fluorescence; Potency, µM (series often up to 57.7 µM), inactives show top-dose activity change, negative = inhibition, most hits filed as inhibitors; actives 0.25% (n = 100,000); AID 1671188, 2021; note: potency is the fitted concentration of half-maximal effect; nearly all actives have a fitted effect of over 60% in size; many of its hits are not listed in these tables
Target sequence (Q8TD30 whole entry, looked up): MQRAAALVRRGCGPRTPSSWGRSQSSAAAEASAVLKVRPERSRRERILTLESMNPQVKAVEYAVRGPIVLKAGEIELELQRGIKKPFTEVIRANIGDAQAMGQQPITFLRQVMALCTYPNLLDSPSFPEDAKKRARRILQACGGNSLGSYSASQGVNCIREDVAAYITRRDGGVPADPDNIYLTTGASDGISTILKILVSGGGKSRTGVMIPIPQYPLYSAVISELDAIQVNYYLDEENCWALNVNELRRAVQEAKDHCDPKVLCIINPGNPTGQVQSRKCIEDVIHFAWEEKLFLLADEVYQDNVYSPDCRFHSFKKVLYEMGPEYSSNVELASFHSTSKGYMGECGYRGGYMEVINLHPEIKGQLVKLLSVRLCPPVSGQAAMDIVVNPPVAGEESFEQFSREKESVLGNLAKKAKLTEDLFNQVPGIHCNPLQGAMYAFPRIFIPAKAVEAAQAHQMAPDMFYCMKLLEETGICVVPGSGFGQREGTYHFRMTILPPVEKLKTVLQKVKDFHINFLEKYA
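GPT2 10ng/uL, a-KG 250uM, L-Ala 2mM, HEPES pH7.5 + 0.0001% Tween; 30 min RT. Then Amplex mix (PO/HRP/ThPP), 30 min RT dark, fluorescence. AOA 50uM used as positive control.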
IP6K1 inhibitor – Primary qHTS assay for small molecule inhibitors of Inositol hexaphosphate kinase 1 (IP6K1). Inositol hexakisphosphate kinase 1 (Homo sapiens), Q92551. IP6K1 kinase, ADP-Glo luminescence, 2 h; stronger effect = lower value. activity change, % (series mostly up to about 58 µM). actives 0.81% (n = 140,000); in the data active = activity change below about -25%
Target sequence (Q92551 whole entry, looked up): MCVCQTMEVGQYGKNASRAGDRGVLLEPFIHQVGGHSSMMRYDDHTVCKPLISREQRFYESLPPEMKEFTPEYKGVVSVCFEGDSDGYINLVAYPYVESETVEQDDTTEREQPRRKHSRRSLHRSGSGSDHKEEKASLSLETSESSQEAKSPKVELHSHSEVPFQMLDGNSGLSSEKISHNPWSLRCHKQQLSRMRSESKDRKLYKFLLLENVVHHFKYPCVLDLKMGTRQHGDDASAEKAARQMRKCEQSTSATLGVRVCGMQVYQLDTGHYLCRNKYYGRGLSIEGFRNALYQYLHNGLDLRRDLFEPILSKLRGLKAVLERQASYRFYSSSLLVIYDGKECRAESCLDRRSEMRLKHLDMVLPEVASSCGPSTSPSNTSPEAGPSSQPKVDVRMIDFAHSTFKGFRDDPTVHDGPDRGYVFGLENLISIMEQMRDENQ
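ADP-Glo luminescence measures ADP made by human IP6K1 during a 2 h RT reaction with ATP/IP6 (mix at 1.3 mM/130 uM); top library doses 57.5 and 19.1 uM final.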
Active calls of the source: *; i = inactive; ? = inconclusive; nt = no result given; & = joins results of further samples; [ ] = another dose, or the depositor's remark. Unless noted, calls come from the whole dose curve; as a rule, active = well fitted curve in the direction sought with a large enough effect; inconclusive = small, poorly fitted or top-dose-only effect, or another doubt; inactive = no such curve, though single readings can be large; an effect the other way counts as inactive or inconclusive. Unless noted, % is set by controls: 0 for no effect and ±100 for the full control effect.

SMILES | FLuc inh | SNCA expr inh | NIH3T3 tox | HEK cytotox | SNCA viab count | GPT2 inhibitor | IP6K1 inhibitor
C=C1c2cccc(O)c2C(O)=C2C(=O)[C@]3(O)C(O)=C(C(N)=O)C(=O)[C@@H](N(C)C)[C@@H]3[C@@H](O)[C@H]12 | nt | -15%[25.6 µM] | nt | nt | -22%[23.9 µM] | 3% | -37*
O=C(O)c1cc(-c2c(-c3ccccc3)nn3ccccc23)n[nH]c1=O | nt | nt | nt | nt | 8% | i | -9
CN[C@@H]1CN(c2ccc3c(=O)c(C(=O)O)cn(-c4nccs4)c3n2)C[C@@H]1OC | nt | ? | nt | nt | -20%[23.9 µM] | 3%[27.3 µM] | nt
C=CC(=O)N1CCC[C@@H](n2nc(-c3cccc(C(=O)Nc4ccc(C(C)C)c(C)c4)c3)c3c(N)ncnc32)C1 | nt | nt | nt | nt | ? | i | 11
N#Cc1ccc(-c2cnc3[nH]cc(NC(=O)c4cccnc4)c3c2)cc1 | nt | nt | nt | nt | -17% | -6% | -28*
CCCCCCCCCCCCCCCC(=O)O | nt | -44%[25.6 µM] | nt | nt | -9%[23.9 µM] | i | 25
Cc1cc(N=Nc2ccc(S(=O)(=O)Nc3ccccn3)cc2)c(N)cc1O | nt | nt | nt | nt | ? | ? | -18
N#Cc1ccc2[nH]cc(CCCCN3CCN(c4ccc5oc(C(N)=O)cc5c4)CC3)c2c1 | nt | nt | nt | nt | -34% | 0% | -16
O=C(Nc1cccnn1)N1CCN(c2nccc(-c3ccc(F)c(F)c3)n2)CC1 | nt | nt | nt | nt | 3%[87.6 µM] | i | -5
Cc1cccc(C)c1-n1c(=O)c2cnc(Nc3ccc(N4CCN(C)CC4)cc3)nc2n2c3ccccc3nc12 | nt | nt | nt | nt | ? | ? | 18
COc1ccccc1OCCNCC(O)COc1cccc2[nH]c3ccccc3c12 (stereo not given) | nt | -10% | nt | nt | -2% | -9%&-6% | -3
Cc1ccccc1C(=O)Nc1cccc(-c2nc3cccnc3s2)c1 | nt | 15% | nt | nt | -12% | nt | -29*
COc1ccc(-c2cnc3c(-c4cccc5ncccc45)cnn3c2)cc1 | nt | nt | nt | nt | -13% | -4% | -5
Cc1cccc(NC(c2ccccc2F)c2ccc3ccc(C)nc3c2O)n1 (stereo not given) | nt | ? | nt | nt | 12% | nt | -14
Cc1cc2c(cc1CC(=O)c1sccc1S(=O)(=O)Nc1onc(C)c1Cl)OCO2 | nt | 55%[25.6 µM] | nt | nt | 8% | -1% | -7&-7
c1nc(NC2CCCCCC2)c2cc(CNC[C@H]3CCCO3)sc2n1 | nt | nt | nt | nt | 2% | -12% | 16
COc1cccc(-c2ccc([C@@H](Oc3cc(-c4ccc(C[C@H](N)C(=O)O)cc4)nc(N)n3)C(F)(F)F)cc2)c1 | nt | nt | nt | nt | 3% | 4% | 23
COc1c(F)cccc1C(=O)N1C[C@@H](C)CC[C@H]1CNc1ccc(Br)cn1 | nt | nt | nt | nt | -15% | -10% | 3
CCCCc1ccc(C(=O)Nc2cc(-c3ccc(Cl)cc3)nn2-c2ccc(Cl)cc2)cc1 | nt | nt | nt | nt | -16% | -1% | -12
CC(C)Oc1ccc(-c2cnc3c(-c4ccnc5ccccc45)cnn3c2)cc1 | nt | nt | nt | nt | -7% | 1% | -10
COc1ccc(S(=O)(=O)N2c3ccc(Cl)cc3[C@@](O)(c3ccccc3Cl)[C@H]2C(=O)N2CCC[C@@H]2C(N)=O)cc1OC | nt | 14%[25.6 µM] | nt | nt | -5%[23.9 µM] | 2% | 12
c1cc(NC2CCNCC2)nc(-c2cnc3ccccn23)c1 | nt | nt | nt | nt | ? | 3% | -20
CCNC(=O)c1noc(-c2cc(Cl)c(O)cc2O)c1-c1ccc(OC)cc1 | nt | nt | nt | nt | -29% | i | -13
CN(C)N(C)C(=O)[C@@]1(Cc2ccccc2)CCCN(C(=O)[C@@H](Cc2c[nH]c3ccccc23)NC(=O)C(C)(C)N)C1 | nt | nt | nt | nt | ? | i | 7
COc1ccccc1-c1noc(-c2nnn3c2COC(c2ccc(C)cc2C)C3)n1 (stereo not given) | 2% | 0% | 4% | 2% | 10% | i | -13
O=C(NN1CCCC1)NS(=O)(=O)c1ccc(Cl)cc1 | nt | 61%[25.6 µM] | nt | nt | 26% | -17% | 10
CCCCCCc1ccc(O)cc1O | nt | -14%[25.6 µM] | nt | nt | -16%[23.9 µM] | -26% | 4
CCNC(=O)Nc1ccc(-c2nc3c(c(N4CCOCC4C)n2)CCN(C2COC2)C3)cc1 (stereo not given) | nt | nt | nt | nt | ? | -9% | -13
Cc1nc(Nc2n[nH]c3c2CN(C(=O)NC(CN(C)C)c2ccccc2)C3(C)C)c2sccc2n1 (stereo not given) | nt | nt | nt | nt | 7.5µM* | 4% | -5
CN1CCN(C2CCN(C(=O)Nc3cc(Oc4ccc(NC(=O)C5(C(=O)Nc6ccc(F)cc6)CC5)c(F)c4)ccn3)CC2)CC1 | nt | nt | nt | nt | ? | -4% | -9
COC1CCC12CCN(C(=O)c1sc(C)nc1C)CC2 (stereo not given) | -6% | 14% | -3% | i | -1% | -19% | -9
COc1ccc2nc(NC(=O)Nc3ccccc3)sc2c1 | nt | 144%[activator][25.6 µM] | nt | nt | 3%[23.9 µM] | -12% | 3
CC(=O)c1c(C)c2cnc(Nc3ccc(N4CCNCC4)cn3)nc2n(C2CCCC2)c1=O | nt | -25% | nt | nt | 4%[5.56 µM] | -8% | -5
CC(C)n1nc(-c2ccc3oc(N)nc3c2)c2c(N)ncnc21 | nt | ? | nt | nt | ? | 2%&-5% | -3
NC1(c2ccc(-c3nc4ccn5c(=O)[nH]nc5c4cc3-c3ccccc3)cc2)CCC1 | nt | -3%[25.6 µM] | nt | nt | ? | ? | -6&-4
CCCCCCCCCCCCCC[N+](C)(C)Cc1ccccc1 | nt | -18%[25.6 µM] | nt | nt | -5%[23.9 µM] | -2% | 17
C[C@@H]1CCNC(=O)c2cc3ccc(C(=O)Nc4nc5ccccc5n4CCCN(C)C)cc3n21 | nt | nt | nt | nt | -39% | i | 3
NC(=NCc1ccccc1)NC(=O)c1nc(Cl)c(N)nc1N | nt | ? | nt | nt | ? | -1%&2% | nt
Cc1ccccc1C#Cc1ccc(CCC(=O)O)cc1 | nt | nt | nt | nt | -14% | i | -10
COc1ccc(CNC(=O)Nc2ccc3c(c2)N(C)C(=O)c2ccccc2S3)cc1OC | nt | 2% | nt | nt | -15% | nt | -15
Cc1ccc(NC(=O)Nc2cc(C(F)(F)F)ccc2F)cc1Nc1ccc2c(c1)NC(=O)/C2=C\c1ccc[nH]1 | nt | nt | nt | nt | ? | 2% | 14
COc1ccc(C2=N[C@@H](c3ccc(Cl)cc3)[C@@H](c3ccc(Cl)cc3)N2C(=O)N2CCNC(=O)C2)c(OC(C)C)c1 | nt | nt | nt | nt | -11% | 1% | 8
Oc1ccc(-c2cnc3ccc(NCc4ccco4)nn23)cc1 | nt | nt | nt | nt | -35% | ? | -14
O=C(O)C1(Cc2cccc(Nc3nccs3)n2)CCC(Oc2cccc(Cl)c2F)CC1 (stereo not given) | nt | -15% | nt | nt | 1%&-20% | ? | -18
Nc1nc2c(s1)CCN(Cc1ccc(Cl)cc1)CC2 | nt | nt | nt | nt | -18% | i | -3
CCCC(=O)NC1CCN(c2ccccc2)C1=O (stereo not given) | 7% | 6% | i | -2% | -7% | 2% | -1
O=C(Nc1ccc(C(=O)O)c(O)c1)c1ccccc1 | nt | -17%[25.6 µM] | nt | nt | 10%[23.9 µM] | i | 7
CC(C)OP(=O)(CP(=O)(OC(C)C)OC(C)C)OC(C)C | nt | 4%[25.6 µM] | nt | nt | 13%[23.9 µM] | -5% | 12
O=C(Nc1c(-c2cccs2)nc2ccccn12)c1ccc(Cl)cc1 | nt | nt | nt | nt | ? | 0% | -4
O=C1CSc2ccccc2N1Cc1cccc(C(F)(F)F)c1 | nt | nt | nt | nt | 1% | -2% | -5
CCC[C@H](N[C@@H](C)C(=O)N1[C@H](C(=O)O)C[C@@H]2CCCC[C@@H]21)C(=O)O | nt | nt | nt | nt | -20% | -21% | -2
NNC(=O)CP(=O)(c1ccccc1)c1ccccc1 | nt | 37%[25.6 µM] | nt | nt | -12%[23.9 µM] | -2% | 39
NC(N)=NC(=O)Cc1c(Cl)cccc1Cl | nt | 6% | nt | nt | -7% | i | 1
CNC1CCCN(c2c(F)cc3c(=O)c(C(=O)O)cn(C4CC4)c3c2OC)C1 (stereo not given) | nt | -4% | nt | nt | -13% | i | -11

Laid out differently: 9 of the compounds above.
Order of results: FLuc inh, SNCA expr inh, NIH3T3 tox, HEK cytotox, SNCA viab count, GPT2 inhibitor, IP6K1 inhibitor
> O=C(O)C1(Cc2cccc(Nc3nccs3)n2)CCC(Oc2cccc(Cl)c2F)CC1 (stereo not given)
    nt, -15%, nt, nt, 1%&-20%, ?, -18
> Nc1nc2c(s1)CCN(Cc1ccc(Cl)cc1)CC2
    nt, nt, nt, nt, -18%, i, -3
> CCCC(=O)NC1CCN(c2ccccc2)C1=O (stereo not given)
    7%, 6%, i, -2%, -7%, 2%, -1
> O=C(Nc1ccc(C(=O)O)c(O)c1)c1ccccc1
    nt, -17%[25.6 µM], nt, nt, 10%[23.9 µM], i, 7
> CC(C)OP(=O)(CP(=O)(OC(C)C)OC(C)C)OC(C)C
    nt, 4%[25.6 µM], nt, nt, 13%[23.9 µM], -5%, 12
> O=C(Nc1c(-c2cccs2)nc2ccccn12)c1ccc(Cl)cc1
    nt, nt, nt, nt, ?, 0%, -4
> O=C1CSc2ccccc2N1Cc1cccc(C(F)(F)F)c1
    nt, nt, nt, nt, 1%, -2%, -5
> CCC[C@H](N[C@@H](C)C(=O)N1[C@H](C(=O)O)C[C@@H]2CCCC[C@@H]21)C(=O)O
    nt, nt, nt, nt, -20%, -21%, -2
> NNC(=O)CP(=O)(c1ccccc1)c1ccccc1
    nt, 37%[25.6 µM], nt, nt, -12%[23.9 µM], -2%, 39

An excerpt (hit frequency here may not be typical).
